PREPL inhibitor = human PREPL enzyme inhibition; Q4J6C6; inhibition, % at 5.96 µM; recombinant PREPL, fluorescence polarization activity-based probe; hit rate 0.68% among 320,000; AID 2751; in the data active = inhibition above about 43%;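 also: 0% = enzyme with DMSO and 100% = wells lacking enzyme; many of its hits are not listed in these tables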
TPT1 inh = inhibitors of Candida albicans tRNA 2'-phosphotransferase TPT1; recombinant caTPT1, FP RNA substrate dephosphorylation; inhibition, % at 5 µM; hit rate 0.81% among 300,000; AID 1962;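 active = inhibition above the mean of all tested compounds plus 3 SD, set per screening campaign, cut at about 24% in these data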;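 also: plate controls were DMSO alone for no effect and ferristatin control at 100 nM for full effect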
EBNA-1 inh = blocks EBNA-1 binding to DNA. hit rate 0.34% among 300,000. EBNA-1 DNA binding, fluorescence polarization. inhibition, % at 14.8 µM; in the data active = inhibition above about 28%
HCV core dimer = HCV core protein dimerization inhibition. TR-FRET GST/Flag-core106 dimerization, 1536-well. inhibition, % at 5 µM. hit rate 0.33% among 300,000. AID 1899;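 active = inhibition above the mean of all tested compounds plus 3 SD, set per screening campaign, cut at about 45% in these data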
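Assay system: GST-tagged and Flag-tagged HCV core protein residues 1-106 / Times: compound-protein-antibody incubation 4 h at 22.5 °C / Signal: time-resolved FRET, ex 340 nm, em 617 and 671 nm / Evaluation: % inhibition based on acceptor/donor emission ratio / Benchmarks: wells lacking GST-core106 and wells with excess unlabelled core106 / Repeats: singlicate, one well per compound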
PP5 inh = blocks human protein phosphatase 5 activity. purified PP5c, OMFP substrate fluorescence. P53041. hit rate 0.18% among 320,000. inhibition, % at 6.7 µM;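 active = inhibition above the campaign's mean inhibition across all tested compounds plus 3 SD, cut at about 9.5% in these data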;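 also: 0% = DMSO only and 100% = 100 µM cantharidin control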
Target sequence (P53041 whole entry, looked up): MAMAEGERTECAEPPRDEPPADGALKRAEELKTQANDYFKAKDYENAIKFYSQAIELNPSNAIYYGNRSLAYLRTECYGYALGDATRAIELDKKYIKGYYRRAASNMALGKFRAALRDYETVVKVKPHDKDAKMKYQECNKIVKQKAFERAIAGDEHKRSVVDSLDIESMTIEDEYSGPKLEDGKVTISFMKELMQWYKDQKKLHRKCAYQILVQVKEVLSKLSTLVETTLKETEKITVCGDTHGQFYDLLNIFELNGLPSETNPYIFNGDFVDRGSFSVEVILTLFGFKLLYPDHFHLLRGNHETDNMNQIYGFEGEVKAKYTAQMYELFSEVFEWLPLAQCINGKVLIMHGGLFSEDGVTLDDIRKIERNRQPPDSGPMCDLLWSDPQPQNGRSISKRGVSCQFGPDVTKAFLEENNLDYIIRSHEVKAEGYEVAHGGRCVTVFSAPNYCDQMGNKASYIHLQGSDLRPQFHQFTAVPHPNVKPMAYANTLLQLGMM
Efflux pump mplx = blocks antifungal efflux pumps in multiplex yeast assay; S. cerevisiae Candida pump triplex, Nile Red efflux; hit rate 0.44% among 330,000; inhibition, % at 10 µM; AID 485275;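 active = plate passing quality check with inhibition over a set limit, or well fluorescence over plate mean plus 4 SD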;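 also: Nile Red retained in pooled yeast measured as flow cytometry median fluorescence; 0% = buffer negative control and 100% = Enniatin B positive control; higher means more Nile Red kept so more efflux inhibition; some compounds called inactive have numbers as strong as hits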
PP1 inh = counter-screen for PP5 inhibitors: inhibitors of human PP1-alpha; purified PP1alpha, OMFP fluorescence; inhibition, % at 6.7 µM; hit rate 0.9% among 320,000; AID 2235;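 active = inhibition above the mean inhibition of all tested compounds plus 3 SD, computed separately for each screening campaign, cut at about 15% in these data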
Fh CTSL1 inh = counter-screen for PFM18AAP inhibitors: inhibitors of F. hepatica cathepsin L1; recombinant F. hepatica cathepsin L1, Z-Leu-Arg-MCA fluorescence; inhibition, % at 5.96 µM; hit rate 0.49% among 300,000; AID 1906;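 active = inhibition above the mean of all tested compounds plus 3 SD, set per screening campaign, cut at about 17% in these data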;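 also: 0% = plate median of test compound wells and 100% = 1 µM Z-Phe-Ala-diazomethylketone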
ZTA DNA inh = blocks Epstein-Barr virus ZTA, an EBNA-1 counter-screen. hit rate 0.15% among 320,000. AID 2234. inhibition, % at 11 µM. P03206. ZTA-DNA binding, fluorescence polarization; in the data active = inhibition above about 33%
Target sequence (P03206 whole entry, looked up): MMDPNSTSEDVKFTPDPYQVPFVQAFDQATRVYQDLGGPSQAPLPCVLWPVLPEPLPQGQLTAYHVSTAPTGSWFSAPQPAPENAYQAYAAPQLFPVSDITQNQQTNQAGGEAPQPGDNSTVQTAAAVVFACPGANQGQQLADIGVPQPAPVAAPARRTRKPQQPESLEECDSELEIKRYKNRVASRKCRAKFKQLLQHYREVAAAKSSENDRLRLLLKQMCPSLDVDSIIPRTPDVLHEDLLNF
An asterisk follows results filed as active; / = not tested or not shown.

The line under a structure holds: PREPL inhibitor, TPT1 inh, EBNA-1 inh, HCV core dimer, PP5 inh, Efflux pump mplx, PP1 inh, Fh CTSL1 inh, ZTA DNA inh
- CCc1cccc(C)c1NC(=O)CO/N=C(\N)CC(=O)NC1CCCCC1
 : -1, 9, -9, 2, -1.4, 0.2, 4, -4, 4
- O=C(c1ccccn1)N1CCN(C(=O)c2ccccn2)CC1
 : 4, 0, -3, 1, 0.2, -0.1, -4, 0, -6
- Cc1ccc(S(=O)(=O)N2CCN(C(=O)Cc3ccsc3)CC2)c(C)c1
 : 14, -2, 5, -5, -0.9, 0.0, -2, 1, 12
- O=C(NNC(=S)NCc1ccc(Cl)cc1)c1ccc2c(c1)OCO2
 : -2, 4, -6, -1, -0.6, 0.1, -4, -1, 3
- COc1ccc(CN2CCC(C(=O)c3ccc(Cl)cc3)CC2)cc1
 : -3, 7, 4, 10, -0.5, -0.1, 3, 3, 12
- COC(=O)N/N=C(C)/C=C/c1ccccc1
 : 3, 2, -7, -11, 3.4, 0.1, 0, -1, -13
- COc1ccc(C(=O)Nc2cccnc2)cc1S(=O)(=O)N1CCOCC1
 : 6, 0, 2, -5, 2.2, 0.2, -4, 1, -2
- N#C/C(=C\c1c(N2CCCCCC2)nc2ccccn2c1=O)C(N)=O
 : -4, -1, 5, 5, -1.0, -0.1, -1, 4, -3
- CCc1ccc(NC(=O)C2CCN(S(=O)(=O)c3c(C)noc3/C=C/N(C)C)CC2)cc1
 : 8, 21, -6, 11, 6.8, 0.0, 5, 1, 4
- CC(=O)Nc1ccc(NC(=O)C(C)OC(=O)/C=C/c2cccs2)cc1 (centres undefined)
 : -4, 2, 4, 5, -0.7, -0.1, 2, -10, 11
- CCOC(=O)CCc1c(C)nc2cc(-c3ccc(Cl)cc3)[nH]n2c1=O
 : 21, 0, 7, -7, -0.6, -0.1, -2, 0, -23
- CC1CN(C2CCN(S(=O)(=O)Cc3ccccc3)CC2)CC(C)O1 (centres undefined)
 : 5, 4, -15, -5, 0.6, -0.1, -1, -3, 5
- O=C(Nc1cccc(Br)c1)c1ccc(Cl)c(S(=O)(=O)N2CCOCC2)c1
 : 24, -3, 1, -1, 5.7, -0.2, 0, -3, -23
- O=C(O)C1CC=CCC1C(=O)NCCc1cccc(Cl)c1 (centres undefined)
 : 1, -1, 5, 3, -1.1, -0.1, -3, 2, 18
- CSCCC(NC(=O)c1ccccc1Cl)C(=O)N1CCN(C(C)=O)CC1 (centres undefined)
 : 3, /, /, /, -0.4, 0.0, -4, /, -2
- COc1ccc(/C=C(\C#N)C(=O)OCC(=O)NC2CC2)cc1
 : -4, 2, 4, -2, 1.0, -0.3, 1, 8, 20
- O=S(=O)(NCc1ccco1)c1ccc2c(c1)Cc1ccccc1-2
 : -5, 3, -3, 16, 1.7, 0.5, 0, -2, -4
- CCC(=O)Nc1c(-c2ccccc2Cl)c(=O)c2ccccc2n1C
 : 2, 1, -22, -4, -1.7, 0.0, -3, 1, -8
- S=c1[nH]nc(C2(c3ccccc3)CCCC2)o1
 : -1, -2, 11, 2, -1.2, -0.2, 0, -6, 14
- CCOC(=O)C1=NN(c2cccc(Cl)c2)C2=NC(C)=C(C(=O)OC)C(c3cccs3)N12 (centres undefined)
 : 12, -5, -2, -4, -6.6, 0.2, 2, 7, -27

New compounds follow:
The line under a structure holds: PREPL inhibitor, TPT1 inh, EBNA-1 inh, HCV core dimer, PP5 inh, Efflux pump mplx, PP1 inh, Fh CTSL1 inh, ZTA DNA inh
- C/C(CC(=O)Nc1cccc(C(F)(F)F)c1)=N\NC(=O)C(=O)NCC(C)C
 : 2, -1, 9, -3, 0.3, -0.1, 0, 0, -8
- CCOC(=O)c1c(C)nc2sccn12
 : 9, -3, 6, 0, 1.1, 0.0, 0, 1, 2
- O=C(CCS(=O)(=O)c1cccc2nonc12)N1CCCc2ccccc21
 : -9, -8, 0, -5, 2.0, -0.1, -1, 1, 15
- Cc1[nH]c(C)c(S(=O)(=O)NCc2ccc(Cl)cc2)c1C(=O)N1CCCC1
 : 5, 2, -2, -2, -1.3, 0.1, -4, 3, -4
- OCC1(CO)COC(c2ccccc2)=N1
 : -4, 0, -11, 1, -0.6, 0.0, -5, 2, 1
- CCCC1=C(C(=O)OCC)C(c2ccncc2)n2ncnc2N1 (centres undefined)
 : 12, 4, 13, 0, 1.9, -0.3, -2, -7, -11
- COc1ccc(OC)c(C(=O)Cn2cnc3ccccc3c2=O)c1
 : 1, 2, -5, -3, 1.8, 0.1, -2, 3, 11
- N/C(=N\C(=S)Nc1ccccc1)c1ccccc1
 : 5, -1, 10, -5, 1.3, 0.3, 7, -1, -16
- Cc1cc(NC(=O)C(C)SCC(=O)Nc2cc(C(F)(F)F)ccc2N2CCOCC2)no1 (centres undefined)
 : 10, -2, 7, -3, 0.2, -0.1, -2, 0, -7
- OCCNc1nc2ccccc2[nH]1
 : -4, -9, -8, -10, 1.6, -0.1, -2, -1, -21
- CC(NC(=O)c1cccc(S(=O)(=O)N2CCN(C)CC2)c1)c1ccc(Cl)cc1Cl (centres undefined)
 : -8, 1, -6, -1, -0.1, 0.0, -2, 3, 1
- CC(=O)Nc1sc2c(c1C#N)CCC(C)C2 (centres undefined)
 : -4, 2, 18, -1, -1.1, 0.1, -8, -2, 8
- COc1cc(C(=O)N2CCN(C/C=C/c3ccccc3)CC2)cc(OC)c1C
 : -18, 2, -6, 10, 2.1, 0.1, 0, 3, -1
- COc1ccc(-c2csc3nc(C)nc(N4CCCCC4)c23)cc1OC
 : 3, -2, -1, 5, 1.0, 0.3, 7, -1, 3
- O=C(CNC(=O)c1ccc(Br)cc1)NCCc1nc2ccccc2[nH]1
 : 7, -3, 13, 4, -0.6, -0.1, -2, 5, -4
- CCN(C(=O)Cn1cc(C(C)=O)c2ccccc21)c1ccccc1
 : -7, -3, -10, 2, 3.3, 0.4, 4, 3, -7
- COc1ccc(/C=N/N2CCN(C)CC2)cc1O
 : -1, 0, 3, 1, -1.9, 0.1, -5, 0, 15
- Cc1ccc(C)c(OCCC(=O)NCCc2ccc(Cl)cc2)c1
 : -6, -1, -8, -2, 6.5, 0.1, 0, 2, 3
- COc1ccc(C2=CC(=O)C[C@H](c3ccc(F)cc3)C2)c(F)c1F
 : -28, /, /, /, 4.6, 0.0, 5, /, 2
- C/C(=N\NC(=S)NCc1ccccc1)c1ccc(Cl)cc1
 : -23, -5, -1, -3, 3.2, -6.2, 2, 4, -13

Later entries.
The line under a structure holds: PREPL inhibitor, TPT1 inh, EBNA-1 inh, HCV core dimer, PP5 inh, Efflux pump mplx, PP1 inh, Fh CTSL1 inh, ZTA DNA inh
- CC(C)NC(=O)c1cc2c(C(F)(F)F)nn(C)c2s1
 : 11, -11, -18, 3, -5.3, 0.3, -6, 0, -3
- NC(=S)NNc1c(F)c(F)c(F)c(F)c1F
 : 10, 1, -8, 4, -0.6, 0.1, 0, 1, 7
- O=C(Nc1ccc(NC(=O)c2ccccc2)nc1)c1ccncc1
 : -3, -1, 3, -5, 0.8, 0.0, 0, -2, -3
- COc1ccc(-c2cc3ncc(C(C)=O)c(C)n3n2)cc1
 : 1, -1, -2, 4, -1.5, -0.1, -3, 12, 2
- CCOC(=O)Cn1nnc(-c2cccc(OC)c2)n1
 : 0, 1, 13, -4, 1.1, 0.1, 6, -4, 5
- Cn1nnnc1SCC(=O)c1c(N)n(C)c(=O)n(C)c1=O
 : -3, 0, 4, -1, -0.9, -0.2, 1, -2, 7
- C=CCSc1nn2c(=O)c3ccccc3nc2s1
 : 2, -2, 14, 3, -2.6, 0.1, -2, 2, 8
- CCOc1ccc(-c2nc(C#N)c(N3CCN(Cc4ccccc4)CC3)o2)cc1
 : 35, 0, 0, 14, -0.6, 0.1, 0, 4, 8
- CNC(=O)CSc1nnc(-c2ccco2)n1-c1ccccc1OC
 : 14, -1, -17, -1, 0.8, 0.0, -2, -4, -35
- CC(C)CN(CC(C)C)c1nc(N)c(C#N)c(CC#N)c1C#N
 : 1, 0, -1, 3, 3.3, 0.0, 2, 6, -18
- Cc1[nH]c2ccccc2c1C(=O)CSc1nnc(C2CC2)o1
 : 6, /, /, /, 0.8, -0.2, 0, /, -4
- CCN(CC)C(=O)CSc1nnc(-c2ccco2)n1Cc1ccco1
 : -1, 1, 8, 2, -0.7, -0.2, -3, -7, 18
- O=C(NCc1ccc(F)cc1)c1noc2c1CCCC2
 : 15, -7, -17, -6, 3.9, 0.9*, 0, -12, -8
- Cc1cccc2nc(CNc3ccc(F)cc3)cn12
 : -2, -4, -1, -3, 0.9, -0.1, -3, 0, 10
- CCOC(=O)C1CCN(C(=O)CNC(=O)c2nn(-c3ccc(OC)cc3)c(=O)c3ccccc23)CC1
 : 3, 4, -12, -2, 3.1, 0.0, -3, 1, 0
- CCOC(=O)N1CCC(NC(=O)CN2C(=O)CCSc3ccccc32)CC1
 : 5, 0, 7, 2, -1.3, 0.0, -3, 0, 15
- CCn1ncc(C(=O)Nc2ccc(S(=O)(=O)N3CCCC3)cc2)c1C
 : 12, 2, -21, 3, 1.4, 0.0, 0, -8, 2
- CCOc1cc(C(=O)Nc2nnc(C)s2)cc(OCC)c1OCC
 : 0, 3, 6, 5, -0.5, -0.1, -2, -1, 1
- O=C(O)c1cccc(NS(=O)(=O)c2ccc(Cl)c(C(=O)Nc3cccc([N+](=O)[O-])c3)c2)c1
 : 14, 0, -5, -7, 2.3, -0.1, -4, -3, -6
- COc1ccc(Nc2nc(C(=O)N3CCc4ccccc4C3)cs2)cc1
 : 22, -1, -3, 3, -5.0, 0.1, 6, 9, -25

(cont.)
The line under a structure holds: PREPL inhibitor, TPT1 inh, EBNA-1 inh, HCV core dimer, PP5 inh, Efflux pump mplx, PP1 inh, Fh CTSL1 inh, ZTA DNA inh
- COc1ccc(NC(=O)c2sc(SC)nc2N)cc1
 : 12, 1, 2, 0, 0.4, 0.0, -1, 3, -1
- CC(Oc1ccc(F)cc1)C(=O)Nc1ccccc1N1CCCCC1 (centres undefined)
 : 5, 0, 3, 2, 1.2, -0.3, 2, 2, 8
- COc1ccc(NC(=O)CSCC(=O)NCc2cccc(C(F)(F)F)c2)cc1
 : 4, /, /, /, 1.2, 0.1, 4, /, -21
- O=C(NC1CCN(CC(=O)N(c2ccccc2)c2ccccc2)CC1)c1ccc([N+](=O)[O-])cc1
 : 0, -1, 6, 5, 1.9, 0.0, 0, 0, 1
- O=C(Nc1ccc2c(c1)OCO2)C(c1ccc(Cl)cc1)N1CCC2(CC1)OCCO2 (centres undefined)
 : 6, 1, -5, -3, 3.7, 0.2, 3, -1, 18
- CC(C)(C)n1nnnc1C(c1cccnc1)N1CCOCC1 (centres undefined)
 : 2, -2, 1, 0, 0.6, 0.1, -1, 0, 26
- N=c1oc2ccccc2cc1-c1nc2ccccc2c(=O)[nH]1
 : 5, 2, -2, 3, 0.3, -0.1, -3, 1, 3

Compound activity deposited in PubChem BioAssay by several laboratories.

The list is partial, so the mix of outcomes need not match the whole.
